# High-throughput results deposited in PubChem BioAssay by several laboratories.
# MBD2 inh = inhibitors of human MBD2 binding to methylated oligonucleotide; TR-FRET; inhibition, % at 4.4 µM; hit rate 0.31% among 370,000; in the data active means inhibition above about 13%
# PRMT1 FP inh = PRMT1 (human) inhibition, primary screen. hit rate 1.3% among 370,000. recombinant PRMT1, activity-based probe fluorescence polarization. AID 652257. inhibition, % at 2.79 µM. Q99873;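 active means inhibition above about 21% made by adding two undisclosed values, limit read from the data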
# Target sequence (Q99873 whole entry, looked up): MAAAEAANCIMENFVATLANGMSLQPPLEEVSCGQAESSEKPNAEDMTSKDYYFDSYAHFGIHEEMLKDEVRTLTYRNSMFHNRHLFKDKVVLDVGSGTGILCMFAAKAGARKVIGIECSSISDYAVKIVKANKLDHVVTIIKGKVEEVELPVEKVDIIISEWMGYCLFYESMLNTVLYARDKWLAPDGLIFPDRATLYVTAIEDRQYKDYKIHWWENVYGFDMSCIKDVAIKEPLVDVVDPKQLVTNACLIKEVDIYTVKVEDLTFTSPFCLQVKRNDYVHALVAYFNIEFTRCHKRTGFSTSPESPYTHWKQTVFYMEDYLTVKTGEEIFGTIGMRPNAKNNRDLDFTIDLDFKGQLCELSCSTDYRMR
# NPR1 activator = GC-A (human) enzyme activation | HEK293 GC-A cells, cGMP TR-FRET, EC30 ANP; 0% at EC30 ANP, 100% saturating ANP | hit rate 0.14% among 370,000 | P16066 | activation, % at 10 µM; in the data active means activation above about 40%
# UHRF1 binding = UHRF1 methyl-DNA binding inhibition. UHRF1 binding to methylated oligo, TR-FRET. hit rate 0.75% among 370,000. inhibition, % at 4.4 µM. Q96T88. AID 687016; in the data active means inhibition above about 21%;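 further: UHRF1 SRA domain binding a hemimethylated CpG hairpin DNA probe; 0% = median of test compound wells and 100% = reference inhibitor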
# rCAG RNA binder = r(CAG) repeat RNA binding | inhibition, % at 3 µM | hit rate 1.3% among 370,000 | TO-PRO-1 dye displacement fluorescence;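 active means inhibition above the plate cutoff, the mean of all test compounds on that plate plus 3 SD, cut at about 35% in these data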;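 further: 0% = DMSO alone and 100% = 100 µM mitoxantrone as full dye displacement; higher means more dye released from RNA so lower well fluorescence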
# SIAE primary = human SIAE inhibition, primary screen; Q9HAT2; SIAE FP-Rh probe binding, fluorescence polarization; inhibition, % at 9.66 µM; hit rate 0.69% among 370,000;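 active means inhibition above a cutoff: mean of compounds within the control limits plus 3 SD of those, cut at about 17% in these data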;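 further: 0% = plate median of compound wells and 100% = probe without SIAE protein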
# HTRA1 inh = inhibitors of human serine peptidase HTRA1; Q92743; recombinant HTRA1, FP-rhodamine activity-based probe, fluorescence polarization; inhibition, % at 5.96 µM; hit rate 0.5% among 340,000; in the data active means inhibition above about 36%;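 further: 0% = enzyme with DMSO and 100% = wells lacking enzyme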
# Target sequence (Q92743 whole entry, looked up): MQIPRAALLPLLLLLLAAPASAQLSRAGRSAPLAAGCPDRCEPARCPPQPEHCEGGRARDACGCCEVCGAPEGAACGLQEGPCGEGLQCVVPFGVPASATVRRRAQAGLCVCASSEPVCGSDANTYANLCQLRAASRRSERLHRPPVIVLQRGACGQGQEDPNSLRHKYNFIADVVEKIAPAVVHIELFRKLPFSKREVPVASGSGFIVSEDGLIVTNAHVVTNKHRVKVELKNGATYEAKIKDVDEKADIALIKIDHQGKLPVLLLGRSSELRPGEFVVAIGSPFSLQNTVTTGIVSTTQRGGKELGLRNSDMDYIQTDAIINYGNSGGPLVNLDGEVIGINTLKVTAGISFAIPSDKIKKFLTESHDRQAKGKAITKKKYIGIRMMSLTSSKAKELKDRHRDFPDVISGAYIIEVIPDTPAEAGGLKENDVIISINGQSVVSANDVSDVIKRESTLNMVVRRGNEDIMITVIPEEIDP
# TCR-CD3 inh = human TCR-CD3 binding inhibition. inhibition, % at 9.4 µM. hit rate 0.37% among 360,000. TAMRA-labeled TCR probe fluorescence, biochemical. AID 651800; in the data active means inhibition above about 19%;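 further: recombinant mutant TCR 2C K166C tagged with TAMRA read by polarization; 0% = receptor in buffer alone and 100% = receptor with positive control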
# NPR2 activator = GC-B (human) receptor activation; P20594; HEK293-GC-B cells, CNP EC30, cGMP TR-FRET; 0% at EC30 CNP, 100% saturating CNP; activation, % at 10 µM; hit rate 0.11% among 370,000; AID 1920062;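 active means activation at 10 µM reaching about 35% in either raw or pattern-adjusted values, limit read from the data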
# mABHD4 FP = inhibits mouse alpha/beta hydrolase domain 4 | Q8VD66 | purified mABHD4, FP-Rh probe fluorescence polarization | inhibition, % at 8.92 µM | hit rate 0.54% among 370,000 | AID 720543;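 active means inhibition exceeding the mean over every tested compound plus 3 SD, cut at about 30% in these data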;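 further: 0% = plate median of compound wells and 100% = S159A mutant with DMSO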
#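 Assay system: mouse ABHD4 enzyme, wild type / Also added: fluorescent activity-based probe FP-Rh / Doses: single nominal dose of 8.92 µM, 0.89% DMSO final / Timing: 45 min compound pre-incubation plus 60 min probe step, 25 °C / Signal: FP readout, ex 525 nm / em 598 nm / Control set: S159A mutant/DMSO as 100%, compound-well median as 0%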
# * hit, by the source's call; . = no result given. An excerpt; rates above refer to the full screens.
1	COc1ccc(-c2csc(Nc3cc(C)ccn3)n2)cc1OC
2	CN(C)CCN(C)C1CN(Cc2ccccc2)S(=O)(=O)C1 (centres undefined)
3	COc1cc(/C=C(\C#N)c2ccccn2)ccc1OCC(=O)Nc1c(Cl)cccc1Cl
4	CCn1cc(CN2CCN(Cc3ccsc3)C(CCO)C2)cn1 (centres undefined)
5	CCCCCCCCN1C(=O)[C@@H](CC(=O)N2CCSCC2)C[C@@]2(C(=O)OC)C1=C[C@H](C(C)(C)C)O[C@@H]2C
6	CCOC(=O)C1CCN(C(=O)C(=O)N2CCC(C(=O)OCC)CC2)CC1
screen / no.	1	2	3	4	5	6
MBD2 inh	7	4	-2	2	2	1
SIAE primary	1	3	-19	1	-5	0
rCAG RNA binder	7	0	0	-3	2	-1
PRMT1 FP inh	4	-3	4	-2	-2	2
HTRA1 inh	13	.	-11	0	.	3
TCR-CD3 inh	-9	5	1	-3	0	9
mABHD4 FP	7	-4	-6	0	1	0
NPR1 activator	2	-2	-2	-1	-1	3
UHRF1 binding	2	-3	1	0	1	0
NPR2 activator	0	3	11	2	-1	1

7	Cc1ccnc(Nc2nc(-c3ccc(O)c(O)c3)cs2)c1
8	CCOC(=O)c1ccc(NC(=O)N2CCCCCC2)cc1
9	Oc1ccccc1C=NCCN1CCN(CCN=Cc2ccccc2O)C1c1ccccc1O (centres undefined)
10	COc1ccccc1CNS(=O)(=O)c1ccc2c(c1)CC(=O)N2C
11	CC(C)CC(c1nc2ccccc2[nH]1)n1c(-c2ccccc2Br)nc2ccccc21 (centres undefined)
12	CCCN1CCN(C(=O)Cn2c(=O)oc3cc(S(=O)(=O)NCc4ccccc4)ccc32)CC1
screen / no.	7	8	9	10	11	12
MBD2 inh	1	1	-1	0	-6	6
SIAE primary	16	1	14	-4	-6	-7
rCAG RNA binder	34	-9	-1	13	4	3
PRMT1 FP inh	3	3	0	0	-1	6
HTRA1 inh	74*	2	-7	-4	.	7
TCR-CD3 inh	10	-4	3	-8	-4	-11
mABHD4 FP	42*	3	3	-8	-16	-14
NPR1 activator	-5	3	8	1	-10	-7
UHRF1 binding	0	3	-3	2	-1	2
NPR2 activator	-4	1	-7	3	-7	-4

13	O=C(CSc1nnc(SCc2ccc(Cl)cc2)s1)c1ccc2c(c1)OCO2
14	CN(Cc1nc2ccccc2c(=O)[nH]1)C(=O)c1ccc(S(=O)(=O)N2CCCC2)cc1
15	O=C(NC1C(=O)NNC1c1ccccc1)c1ccc(F)cc1 (centres undefined)
16	OC(c1ccc(Cl)c(Cl)c1)c1ncc(-c2ccccc2C(F)(F)F)[nH]1 (centres undefined)
17	Cc1ccccc1C(=O)NCCCNC(=O)c1ccccn1
18	COc1ccc(O)c(/C=N/NC(=O)CSc2nnc(C)n2-c2ccccc2)c1
screen / no.	13	14	15	16	17	18
MBD2 inh	-7	5	-7	-1	3	-3
SIAE primary	10	8	3	-2	14	6
rCAG RNA binder	11	2	4	2	-1	-3
PRMT1 FP inh	-1	-1	2	0	-1	1
HTRA1 inh	-13	1	0	.	15	5
TCR-CD3 inh	-1	7	1	-7	-2	4
mABHD4 FP	-5	9	8	-30	0	5
NPR1 activator	-5	-1	-1	-1	1	-2
UHRF1 binding	-4	-2	-3	0	0	0
NPR2 activator	2	-8	-1	0	0	2

19	c1ccc(-c2ccc(-c3[nH]ncc3CN3CCC(N4CCSCC4)CC3)cc2)cc1
20	C(=N\N(c1ccccc1)c1ccccc1)/c1ccccn1
21	COc1ccc2ccccc2c1/C=N/NC(=O)c1ccccc1F
22	Cc1ccccc1CN(C)C[C@@H]1OCc2cnnn2CCCC(=O)N([C@H](C)CO)C[C@H]1C
23	COc1ccccc1CNC(=O)COC(=O)c1cnc(C)cn1
24	CCOc1cc(C2CC(=O)c3c(ccc4ccccc34)N2)ccc1O (centres undefined)
screen / no.	19	20	21	22	23	24
MBD2 inh	-2	-3	3	-2	3	-4
SIAE primary	8	10	-5	2	1	6
rCAG RNA binder	-4	-2	3	-1	3	-1
PRMT1 FP inh	-1	4	2	-2	2	1
HTRA1 inh	-6	-13	-14	3	4	2
TCR-CD3 inh	-10	0	-2	2	-1	5
mABHD4 FP	0	-6	-5	-4	7	-1
NPR1 activator	-5	-8	-7	3	1	-8
UHRF1 binding	3	0	1	1	8	-1
NPR2 activator	-7	-3	-7	6	-6	-3

25	CCCN1C(=O)C(O)(c2c(C)[nH]c3ccccc23)c2ccccc21 (centres undefined)
26	O=C(CN1c2cccc3cccc(c23)S1(=O)=O)NCc1ccc(Cl)cc1
27	CNc1nc(C)cc(C)c1S(=O)(=O)c1ccc(C)cc1
28	COc1ccc(-c2csc3ncnc(N4CCN(CCO)CC4)c23)cc1
29	NC(=O)c1nsc(C(=O)N(Cc2ccccc2F)C(C(=O)NCC2CCCO2)c2ccc(F)cc2)c1N (centres undefined)
30	Cc1sc(N/N=C/c2cccs2)nc1-c1ccccc1
screen / no.	25	26	27	28	29	30
MBD2 inh	1	0	0	1	0	4
SIAE primary	4	0	-2	5	1	9
rCAG RNA binder	-5	3	-6	6	-10	15
PRMT1 FP inh	2	0	0	2	1	3
HTRA1 inh	-1	-14	-3	-1	-6	6
TCR-CD3 inh	-3	2	-3	-3	3	-1
mABHD4 FP	3	-8	-1	-1	2	17
NPR1 activator	-9	-4	-1	-2	-8	5
UHRF1 binding	-1	0	0	0	4	-2
NPR2 activator	-7	1	3	-1	-7	-1

31	O=C(CSc1ccc2nnc(CCNC(=O)c3ccccc3)n2n1)Nc1ccccc1
32	CC(Sc1nncn1C)C(=O)NCCC1=CCCCC1 (centres undefined)
33	CCOC(=O)C1=CN(Cc2ccco2)S(=O)(=O)NC1c1ccc(Br)cc1F (centres undefined)
34	O=C1CCC(C(=O)N2CCc3c(Cl)cccc3C2)CN1CCCN1CCOCC1 (centres undefined)
35	Cc1cc(OCC(=O)OCC(=O)NCc2ccco2)ccc1Cl
36	CCOC(=O)C1CCCN(C(=O)c2cc(C)n(C(C)(C)C)n2)CC1 (centres undefined)
screen / no.	31	32	33	34	35	36
MBD2 inh	0	3	-3	-2	0	-2
SIAE primary	-7	0	-4	-1	-3	0
rCAG RNA binder	0	0	14	-5	-3	-2
PRMT1 FP inh	-2	-7	4	1	2	1
HTRA1 inh	-2	-6	0	1	0	.
TCR-CD3 inh	0	0	1	0	-1	-5
mABHD4 FP	-2	-7	4	5	6	0
NPR1 activator	1	2	-5	1	2	3
UHRF1 binding	4	-1	-3	-1	2	3
NPR2 activator	-1	5	0	-1	-7	4

# Some of these compounds in order of heavy-atom count, falling.
29	NC(=O)c1nsc(C(=O)N(Cc2ccccc2F)C(C(=O)NCC2CCCO2)c2ccc(F)cc2)c1N (centres undefined)
31	O=C(CSc1ccc2nnc(CCNC(=O)c3ccccc3)n2n1)Nc1ccccc1
34	O=C1CCC(C(=O)N2CCc3c(Cl)cccc3C2)CN1CCCN1CCOCC1 (centres undefined)
33	CCOC(=O)C1=CN(Cc2ccco2)S(=O)(=O)NC1c1ccc(Br)cc1F (centres undefined)
26	O=C(CN1c2cccc3cccc(c23)S1(=O)=O)NCc1ccc(Cl)cc1
24	CCOc1cc(C2CC(=O)c3c(ccc4ccccc34)N2)ccc1O (centres undefined)
36	CCOC(=O)C1CCCN(C(=O)c2cc(C)n(C(C)(C)C)n2)CC1 (centres undefined)
35	Cc1cc(OCC(=O)OCC(=O)NCc2ccco2)ccc1Cl
screen / no.	29	31	34	33	26	24	36	35
MBD2 inh	0	0	-2	-3	0	-4	-2	0
SIAE primary	1	-7	-1	-4	0	6	0	-3
rCAG RNA binder	-10	0	-5	14	3	-1	-2	-3
PRMT1 FP inh	1	-2	1	4	0	1	1	2
HTRA1 inh	-6	-2	1	0	-14	2	.	0
TCR-CD3 inh	3	0	0	1	2	5	-5	-1
mABHD4 FP	2	-2	5	4	-8	-1	0	6
NPR1 activator	-8	1	1	-5	-4	-8	3	2
UHRF1 binding	4	4	-1	-3	0	-1	3	2
NPR2 activator	-7	-1	-1	0	1	-3	4	-7

27	CNc1nc(C)cc(C)c1S(=O)(=O)c1ccc(C)cc1
screen / no.	27
MBD2 inh	0
SIAE primary	-2
rCAG RNA binder	-6
PRMT1 FP inh	0
HTRA1 inh	-3
TCR-CD3 inh	-3
mABHD4 FP	-1
NPR1 activator	-1
UHRF1 binding	0
NPR2 activator	3

# More records:
37	COc1ccc(/C=N/N2CCN(C3c4ccccc4-c4ccccc43)CC2)cc1O
38	COc1ccc(OCC(=O)Nc2ccc3c(c2)nc(CCN2CCN(c4ccccn4)CC2)n3C)cc1
39	COc1ccc2[nH]c(=O)c(CN(Cc3ccccc3OC)Cc3nnnn3CC3CCCO3)cc2c1 (centres undefined)
40	COC(=O)[C@]12C[C@H](CC(=O)N3CCSCC3)C(=O)N(Cc3cccc4ccccc34)C1=C[C@H](COCc1ccccc1)O[C@@H]2C
41	CCCC1CCC2(CC1)CCC2OC(=S)Nc1ccccc1 (centres undefined)
42	Cc1ccc(NC(=O)c2sc(Cl)nc2-c2ccccc2)cc1C
screen / no.	37	38	39	40	41	42
MBD2 inh	-6	4	-12	-1	3	2
SIAE primary	11	10	0	3	-4	-4
rCAG RNA binder	4	1	2	14	.	2
PRMT1 FP inh	-3	2	10	0	2	-1
HTRA1 inh	-9	0	2	.	.	-23
TCR-CD3 inh	-7	-5	-9	.	.	3
mABHD4 FP	-2	-1	-1	-9	-12	-1
NPR1 activator	-6	0	-8	0	1	1
UHRF1 binding	-5	2	-7	2	0	0
NPR2 activator	-7	7	-3	1	4	-7

43	CCOc1ccc(OCC)c(NC(=O)CSc2nc3cccnc3n2C)c1
44	COc1ccc(-c2nc(CN3CCN(Cc4ccccc4)CC3)c(C)o2)cc1
45	Cc1noc(C)c1CN(C(=S)NC1CC1)c1ccccc1
46	Cc1ccc(C)c(-n2c(SCC(=O)Nc3nnc(C)s3)nnc2-c2ccoc2C)c1
47	COc1ccccc1-c1cc(NC=O)c2ncc(-c3ccc(F)cc3)n2c1
48	COc1ccccc1NC(=O)C(C)OC(=O)CCCOc1ccccc1 (centres undefined)
screen / no.	43	44	45	46	47	48
MBD2 inh	4	2	2	-1	0	-2
SIAE primary	0	-1	-3	-5	-6	5
rCAG RNA binder	-2	-5	0	2	7	-6
PRMT1 FP inh	2	0	1	0	0	-4
HTRA1 inh	-1	-4	2	3	.	-10
TCR-CD3 inh	0	-9	0	-2	-1	-7
mABHD4 FP	4	6	2	0	-8	-4
NPR1 activator	-1	-2	0	1	-8	1
UHRF1 binding	3	-3	2	-2	-1	1
NPR2 activator	3	-2	-1	-1	-7	0

49	O=C(COc1ccc(Br)cc1)Nc1ccccc1C(=O)NC1CC1
50	Cc1cc(NC(=O)CSc2nc(C3CC3)nc3sc(C)c(C)c23)no1
51	Cc1cccc(C)c1Nc1nnc(SC(C)C(=O)Nc2c(C)n(C)n(-c3ccccc3)c2=O)s1 (centres undefined)
52	CCCOc1ccc(C(=O)NC(C)C(=O)O)cc1 (centres undefined)
53	CC(=O)Oc1ccc2c(C)c(CC(=O)N3CCN(C(=O)C4COc5ccccc5O4)CC3)c(=O)oc2c1C (centres undefined)
54	O=C(Nc1ccc(OC(F)F)cc1)c1ccccn1
55	Cc1ccc2nc(-c3ccc(O)c(O)c3)cn2c1
screen / no.	49	50	51	52	53	54	55
MBD2 inh	-1	-2	4	-2	-1	3	-2
SIAE primary	-5	-4	0	3	0	-5	12
rCAG RNA binder	-4	0	-2	2	0	-2	4
PRMT1 FP inh	2	0	1	0	0	-6	2
HTRA1 inh	-16	-1	1	-2	4	1	45*
TCR-CD3 inh	-2	-4	-5	2	6	2	54*
mABHD4 FP	5	-1	2	0	4	-2	14
NPR1 activator	-1	0	-5	0	0	-2	-8
UHRF1 binding	1	1	6	1	1	3	1
NPR2 activator	-2	-2	3	3	1	1	-7
